Screening results (PubChem BioAssay)
Abeta yeast res: A-beta toxicity reversal in yeast; yeast expressing A-beta42, growth rescue, OD600, 48 h; response scale: 0% DMSO, 100% iron-clioquinol control; Potency, µM (top dose mostly 46.1 µM), without a hit: top-dose growth rescue, most hits filed as activators; 410,000 tested, 0.063% active; also: nearly all actives have a fitted effect of over 55% in size
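Yeast growth medium received pinned compounds, then yeast cells expressing toxic A-beta were added; plates incubated at 30 C for 48 hr. Growth read as absorbance at 600 nm, normalized to DMSO and equimolar FeCl3 plus clioquinol controls.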
FUS yeast rescue: FUS proteinopathy suppression in yeast. S. cerevisiae FUS-expressing, growth rescue, OD600, 24 h. Potency, µM (titrated, usually from 76.6 µM), for inactives: at the highest dose growth rescue (activation), hits mostly activators. 390,000 tested, 0.24% active;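 also: plate controls were DMSO vehicle for no effect and reference control for full effect; nearly all actives have a fitted effect of over 55% in size; some results filed as inactive show a strong effect at the top dose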
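Galactose (2%) drives FUS expression in yeast precultured in raffinose; seeding density OD 0.005. Test compounds incubated 24hr at 30C and 99% humidity before absorbance at 600 nm was measured.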
* marks the source's active call; other numbers are inactive results. Calls follow the shape of the dose curve; as a rule, active = well fitted activation curve with a large enough effect; inconclusive = small, poorly fitted or top-dose-only effect; inactive = no such curve, though single readings can be large or run the other way. Potency is read from the fitted curve at half-maximal effect. Not all compounds are listed; rates above refer to the full screens.

Screening CCOc1ccc(CNCCSc2nnnn2C)cc1 returned Abeta yeast res -10% and FUS yeast rescue 15%.
For CCOC(=O)N1CCN(Cc2nc3cc(NC(=O)c4ccc([N+](=O)[O-])cc4)ccc3n2C(C)C)CC1 the results were Abeta yeast res -19% and FUS yeast rescue 35%.
COc1ccc(-c2nc3ccccc3n3c(-c4ccccc4)c4c(=O)n(C)c(=O)n(C)c4c23)cc1OC was read as Abeta yeast res -1% and FUS yeast rescue 0%.
Screening Cc1ccc(CC(=O)Nc2c(C(=O)N3CCN(c4ccccc4F)CC3)oc3ccccc23)cc1 returned Abeta yeast res -8% and FUS yeast rescue -34%.
Screening COC(=O)c1cc2sc(Cl)cc2n1Cc1nc(-c2ccccc2F)oc1C returned Abeta yeast res 8% and FUS yeast rescue -18%.
Cc1cc(C)cc(NC2=CC(c3cccc(F)c3)N(c3cc(C)cc(C)c3)C2=O)c1 (centres undefined) was read as Abeta yeast res 1% and FUS yeast rescue 12%.
`CCc1nc2cccnc2n1-c1ccc(CC(=O)Nc2cccc(C)c2C)cc1` gave Abeta yeast res -9% and FUS yeast rescue 5%.
For COc1ccc2c(C)c(CCC(=O)NCc3ccc(C)cc3)c(=O)oc2c1 the results were Abeta yeast res -5% and FUS yeast rescue 12%.
COc1cc(OC)c(C2C=C(C(=O)O)Nc3ncnn32)cc1OC (centres undefined) was read as Abeta yeast res -19% and FUS yeast rescue -14%.
`O=C(NCCS(=O)(=O)N1CCN(c2ccccc2)CC1)C(c1ccccc1)c1ccccc1` gave Abeta yeast res -17% and FUS yeast rescue 2%.
`O=C(NCc1ccc(Cl)cc1)c1ccc(CSCc2cccc(Cl)c2)o1` gave Abeta yeast res 0% and FUS yeast rescue 14%.
For CCN1CCc2nc3sc(C(=O)Nc4cccc(Cl)c4C)c(N)c3cc2C1 the results were Abeta yeast res -24% and FUS yeast rescue inconclusive.
CSc1nn(CC(=O)Nc2cc(C)ccc2C)c(N)c1S(=O)(=O)c1ccccc1 was read as Abeta yeast res -7% and FUS yeast rescue 41%.
`COc1ccc(CNC(=O)C2CCN(Cc3nc(-c4ccc(Cl)cc4)oc3C)CC2)cc1` gave Abeta yeast res -8% and FUS yeast rescue 4%.
Screening CCOCCCNC(=O)NC(C)c1c(-n2cccc2)sc2c1CCN(CC)C2 (centres undefined) returned Abeta yeast res -25% and FUS yeast rescue 38%.
CC(C)(C)OC(=O)N1CCC(c2c(C(=O)NCCN3CCOCC3)cnn2-c2ccccc2)CC1 was read as Abeta yeast res -2% and FUS yeast rescue 11%.
For CCOc1ccc(CN2C(=O)c3ccccc3Sc3ccc(C(=O)NC4CCC(C)CC4)cc32)cc1 (centres undefined) the results were Abeta yeast res -19% and FUS yeast rescue inconclusive.
For Cc1oc2ncn(CC(C)C)c(=O)c2c1C(=O)NCCCN1CCC(C)CC1 the results were Abeta yeast res -15% and FUS yeast rescue 21%.
`CCC1CCCCN1C(=O)CSc1nnc(-c2ccc(OC)c(OC)c2)o1` (centres undefined) gave Abeta yeast res -2% and FUS yeast rescue 10%.
Cc1nc2ccc(S(=O)(=O)NC(C(=O)N3CCN(c4cccc(Cl)c4)CC3)C(C)C)cc2s1 (centres undefined) was read as Abeta yeast res 19% and FUS yeast rescue 28%.
CCc1cccc(NC(=O)Nc2ccc3c(c2)N(C)C(=O)c2ccccc2S3)c1 was read as Abeta yeast res 7% and FUS yeast rescue 8%.
CCOc1cc(C2C(C(N)=O)=C(C)Nc3ncnn32)cc(Br)c1O (centres undefined) was read as Abeta yeast res -7% and FUS yeast rescue -22%.
`CCCN(c1ccccc1CC)S(=O)(=O)c1ccc2c(c1)CC(C)N2C(=O)C1CC1` (centres undefined) gave Abeta yeast res -7% and FUS yeast rescue 26%.
Screening Cc1csc2nc(COC(=O)c3ccc(NC(=O)COc4ccccc4F)cc3)cc(=O)n12 returned Abeta yeast res -5% and FUS yeast rescue inconclusive.
`COc1cc(Cl)c(C)cc1NC(=O)CCc1nc2cccnc2n1-c1ccccc1` gave Abeta yeast res -18% and FUS yeast rescue -15%.
`CSc1ncc2c(n1)-c1ccccc1N(Cc1ccc(F)cc1)S2(=O)=O` gave Abeta yeast res -8% and FUS yeast rescue -11%.
For Cc1ccc(CCNC(=O)c2ccc3nc(N4CCC(C)CC4)sc3c2)cc1 the results were Abeta yeast res -13% and FUS yeast rescue -6%.
Screening CCC(=O)N1CCc2cc(CNS(=O)(=O)c3cccs3)ccc21 returned Abeta yeast res -13% and FUS yeast rescue 15%.
Cc1ccc(NC(=O)Cn2nnc(-c3nc(-c4ccc(Cl)cc4)no3)c2N)cc1C was read as Abeta yeast res -14% and FUS yeast rescue 5%.
`O=S(=O)(c1ccccc1)c1nnn2c1nc(Nc1ccccc1)c1cc(Cl)ccc12` gave Abeta yeast res -23% and FUS yeast rescue -12%.
Screening O=C(CCC1N=C2c3ccccc3N=C(SCC(=O)Nc3ccc(F)cc3)N2C1=O)NCc1cccs1 (centres undefined) returned Abeta yeast res 10% and FUS yeast rescue inconclusive.
For CCn1c(=O)sc2cc(NC(=O)c3cccc(OC)c3)ccc21 the results were Abeta yeast res -3% and FUS yeast rescue -4%.
`COc1ccccc1NC(=O)C1=C(C)Nc2nc(CCCO)nn2C1c1cccc(O)c1` (centres undefined) gave Abeta yeast res -18% and FUS yeast rescue -4%.
`CCCCNC(=O)C1CCN(Cc2nc(-c3ccc(OC)c(OC)c3)oc2C)CC1` gave Abeta yeast res -12% and FUS yeast rescue 10%.
Screening Cc1ccccc1-c1noc(-c2ccc(NCC3CCCO3)c([N+](=O)[O-])c2)n1 (centres undefined) returned Abeta yeast res -11% and FUS yeast rescue -4%.
`COc1ccc(N(CC(=O)Nc2cc(OC)cc(OC)c2)S(=O)(=O)c2c(C)noc2C)cc1` gave Abeta yeast res 1% and FUS yeast rescue -4%.
`CC(=O)N1CCc2c(sc3c2c(=O)n(-c2ccccc2)c(=O)n3CC(=O)Nc2cc(C)cc(C)c2)C1` gave Abeta yeast res -8% and FUS yeast rescue 4%.
`Cc1ccc(OCCSc2nc3ccccc3n2CC(=O)N2CCOCC2)cc1C` gave Abeta yeast res -5% and FUS yeast rescue 8%.
CCN1C(=O)c2ccccc2S(=O)c2ccc(C(=O)NCc3ccccc3OC)cc21 (centres undefined) was read as Abeta yeast res 3% and FUS yeast rescue 12%.
O=C(Nc1cccc(C(F)(F)F)c1)c1noc2c1CCc1ccccc1-2 was read as Abeta yeast res -7% and FUS yeast rescue -9%.
`CC(=O)c1ccc(NC(=O)c2cc(-c3ccc(C)s3)nc3ccccc23)cc1` gave Abeta yeast res 3% and FUS yeast rescue 28%.
For Cc1ccc(-c2nc3sc(CCNC(=O)c4ccc(C)c(C)c4)c(C)n3n2)cc1 the results were Abeta yeast res -17% and FUS yeast rescue -27%.
For Cc1cc(C)c2oc(-c3cccc(NC(=O)COc4ccc([N+](=O)[O-])cc4)c3)nc2c1 the results were Abeta yeast res -4% and FUS yeast rescue -1%.
For COC(=O)c1cccc(NC(=O)N(C)CCc2c(C)nn(C)c2C)c1 the results were Abeta yeast res 3% and FUS yeast rescue 0%.
Screening CCOC(=O)CC(NC(=O)c1cc2cc(OC)ccc2oc1=O)c1ccc(OC)cc1 (centres undefined) returned Abeta yeast res -12% and FUS yeast rescue 0%.
`CCCn1c2ccccc2c2cnn(CC(=O)N(C)c3ccc(F)cc3)c(=O)c21` gave Abeta yeast res -41% and FUS yeast rescue -5%.
For CCOc1ccc(NC(=O)Cn2cc(C(=O)c3ccccc3)c(=O)c3cc4c(cc32)OCCO4)cc1 the results were Abeta yeast res -7% and FUS yeast rescue -19%.
`O=S(=O)(NCc1ccc(Cl)cc1)c1ccc(N2CCCCS2(=O)=O)cc1` gave Abeta yeast res -29% and FUS yeast rescue 6%.
Cc1cc(NC(=O)c2cc(-c3ccc(Br)cc3)on2)nn1Cc1ccc(Cl)cc1 was read as Abeta yeast res -10% and FUS yeast rescue -11%.
For CCN(c1ccccc1)c1nnc(NC(=O)Nc2ccc(Br)cc2F)s1 the results were Abeta yeast res -7% and FUS yeast rescue -16%.
`CCN(CC)CCN(C(=O)c1ccco1)c1nc2cc(C)cc(C)c2s1` gave Abeta yeast res -23% and FUS yeast rescue -15%.
`COc1ccc(-c2cc(C(C)=O)c(C)n2CCC(=O)Nc2cc(Cl)ccc2C)cc1` gave Abeta yeast res -14% and FUS yeast rescue 5%.
For COc1cc(OC)c(NC(=O)N2CCc3cc(OC)c(OC)cc3C2CC(=O)O)cc1Cl (centres undefined) the results were Abeta yeast res -25% and FUS yeast rescue -7%.
CCn1cc2nc(SCc3ccc(F)cc3)n(CCc3ccccc3)c(=O)c2n1 was read as Abeta yeast res -10% and FUS yeast rescue inconclusive.
For CCn1c(CNC(=O)c2ccc(OC)cc2)nnc1SCC(=O)Nc1cccc(C)c1 the results were Abeta yeast res -10% and FUS yeast rescue 0%.
Screening Cc1ccc(-n2ncc3c(Nc4cccc(Cl)c4)ncnc32)c(C)c1 returned Abeta yeast res 1% and FUS yeast rescue 24%.
For Cc1ccc(-n2nnnc2C2CCN(S(=O)(=O)c3ccc(OC(F)(F)F)cc3)CC2)cc1 the results were Abeta yeast res -12% and FUS yeast rescue 23%.
For COc1ccccc1NC(=O)CN1C(=O)CC(c2ccc(C)c(C)c2)=Nc2ccccc21 the results were Abeta yeast res -7% and FUS yeast rescue 43%.
Cc1c(C)n(Cc2ccc(F)cc2)c2ccc(C(=O)N3CCN(c4ccc(F)cc4)CC3)cc12 was read as Abeta yeast res 4% and FUS yeast rescue 44%.
`COc1ccc(-c2cc3nc(C4CCN(C(=O)OC(C)(C)C)CC4)c(C(=O)Nc4cc(Cl)cc(Cl)c4)cn3n2)cc1` gave Abeta yeast res -8% and FUS yeast rescue -18%.
CCOC(=O)c1cnn(-c2ccc(C(=O)Nc3cccc(C(C)=O)c3)cc2)c1N was read as Abeta yeast res -14% and FUS yeast rescue 6%.
Screening CCOc1ccc(CNC(=O)c2ccc(-c3nc(CS(=O)(=O)c4ccccc4)c(C)o3)cc2)cc1 returned Abeta yeast res -6% and FUS yeast rescue 25%.
COc1ccccc1C(=O)Nc1cc(-c2cccc(Br)c2)nn1-c1ccccc1 was read as Abeta yeast res -6% and FUS yeast rescue 10%.
CC(=O)c1ccc(NC(=O)CN2C(=O)c3cccnc3Sc3ccccc32)cc1 was read as Abeta yeast res -8% and FUS yeast rescue 20%.
Cc1ccc(OCCn2nnc3sc4c(c3c2=O)CCC(C)C4)cc1 (centres undefined) was read as Abeta yeast res 12% and FUS yeast rescue 0%.
CCOc1ccccc1NS(=O)(=O)c1cnc(N)nc1 was read as Abeta yeast res -5% and FUS yeast rescue -12%.
Cc1nc2nc(NCc3ccc(Cl)cc3)[nH]n2c(=O)c1Cc1ccccc1 was read as Abeta yeast res -9% and FUS yeast rescue -15%.
For CCN(CCCNC(=O)c1nn(-c2ccc(C)cc2)c(=O)c2c1c1ccccc1n2C)c1cccc(C)c1 the results were Abeta yeast res -13% and FUS yeast rescue -21%.
`COc1ccc(-c2csc3nc(-c4ccc(Cl)cc4)oc(=O)c23)cc1` gave Abeta yeast res -12% and FUS yeast rescue -19%.
Cc1ccc(/C=C(\C#N)C(=O)Nc2cccc(Br)c2)o1 was read as Abeta yeast res -11% and FUS yeast rescue -18%.
`O=C(O)Cn1nnc(-c2ccc(OCc3cccc(C(F)(F)F)c3)cc2)n1` gave Abeta yeast res -3% and FUS yeast rescue 6%.
COc1cccc(CNC(=O)C2CCC(CNS(=O)(=O)c3ccc4c(c3)CCCC(=O)N4)CC2)c1 (centres undefined) was read as Abeta yeast res -9% and FUS yeast rescue 9%.

Molecules shown so far that have a CF3 group (3):
O=C(Nc1cccc(C(F)(F)F)c1)c1noc2c1CCc1ccccc1-2 was read as Abeta yeast res -7% and FUS yeast rescue -9%.
For Cc1ccc(-n2nnnc2C2CCN(S(=O)(=O)c3ccc(OC(F)(F)F)cc3)CC2)cc1 the results were Abeta yeast res -12% and FUS yeast rescue 23%.
`O=C(O)Cn1nnc(-c2ccc(OCc3cccc(C(F)(F)F)c3)cc2)n1` gave Abeta yeast res -3% and FUS yeast rescue 6%.

Among those listed so far, three contain a COOH group.
COc1cc(OC)c(C2C=C(C(=O)O)Nc3ncnn32)cc1OC (centres undefined) was read as Abeta yeast res -19% and FUS yeast rescue -14%.
For COc1cc(OC)c(NC(=O)N2CCc3cc(OC)c(OC)cc3C2CC(=O)O)cc1Cl (centres undefined) the results were Abeta yeast res -25% and FUS yeast rescue -7%.
`O=C(O)Cn1nnc(-c2ccc(OCc3cccc(C(F)(F)F)c3)cc2)n1` gave Abeta yeast res -3% and FUS yeast rescue 6%.

The main list resumes, repeating the 2 entries before the break.
`O=C(O)Cn1nnc(-c2ccc(OCc3cccc(C(F)(F)F)c3)cc2)n1` gave Abeta yeast res -3% and FUS yeast rescue 6%.
COc1cccc(CNC(=O)C2CCC(CNS(=O)(=O)c3ccc4c(c3)CCCC(=O)N4)CC2)c1 (centres undefined) was read as Abeta yeast res -9% and FUS yeast rescue 9%.
For COc1ccc(NC(=O)CCCSc2nc(-c3ccco3)cc(C(F)(F)F)n2)cc1 the results were Abeta yeast res 0% and FUS yeast rescue 13%.
Cc1ccc(N(CC(=O)Nc2cccc(Cl)c2)S(=O)(=O)c2cccs2)cc1 was read as Abeta yeast res -6% and FUS yeast rescue -15%.
`Cc1nc2sc(C)c(C)n2c(=O)c1S(=O)(=O)NCCc1ccc(Cl)cc1` gave Abeta yeast res -4% and FUS yeast rescue -10%.
CC(C)(C)c1ccc(C(=O)NC(Cc2c[nH]c3ccccc23)C(=O)OCC(=O)c2ccccc2)cc1 (centres undefined) was read as Abeta yeast res -8% and FUS yeast rescue 40%.
